Tn7 DDE FP = DD(E)-Tn7 binding inhibition, primary FP screen; FP displacement of FITC-Tn7 peptide from fibrin DD(E); 0% = median of compound wells per plate; 370,000 tested, 0.13% active; inhibition, % at 8.3 µM; P02675;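 active means inhibition above the mean of compounds falling within the control limits plus 3 SD of them, cut at about 14% in these data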;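 further: 0% = plate median of compound wells and 100% = 10 µM Aha-Tn7 peptide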
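Measure: % inhibition scaled between sample-field median and high-control FP; Test system: human fibrin DD(E); Quantity: 2 µM final DD(E) protein; Doses: one dose, 8.3 µM nominal; Schedule: compound with protein 10 min, then 3 h after probe, room temperature; Detection: fluorescence polarization; Medium: Tris buffer with calcium and detergent, pH 7.8.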
Tn6 DDE FP = inhibitors of Tn6 peptide binding to human fibrin DD(E). 370,000 tested, 0.21% active. Fibrin DD(E) TRITC-Tn6 fluorescence polarization displacement. inhibition, % at 8.3 µM. P02675;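 active means inhibition above a per-campaign cutoff: mean of compounds within control limits plus 3 SD, cut at about 15% in these data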;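 further: 0% = median of all compound wells on the plate and 100% = blocking peptide control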
TCR-CD3 inh = blocks the human TCR-CD3 interaction; AID 651800; 360,000 tested, 0.37% active; inhibition, % at 9.4 µM; TAMRA-labeled TCR probe fluorescence, biochemical; in the data active means inhibition above about 19%;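 further: recombinant mutant TCR 2C K166C tagged with TAMRA read by polarization; 0% = receptor in buffer alone and 100% = receptor with positive control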
UHRF1 MBD2 ctr = UHRF1 methyl-DNA binding inhibition; Q96T88; UHRF1 binding to methylated oligo, TR-FRET; inhibition, % at 4.4 µM; 370,000 tested, 0.75% active; AID 687016; in the data active means inhibition above about 21%;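 further: UHRF1 SRA domain binding a hemimethylated CpG hairpin DNA probe; 0% = median of test compound wells and 100% = reference inhibitor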
TDP2 inh = blocks human TDP2 phosphodiesterase activity; recombinant TDP2, T5PNP hydrolysis, p-nitrophenol absorbance 415 nm; 370,000 tested, 0.34% active; AID 720702; inhibition, % at 12.8 µM; O95551;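 active means inhibition above the mean of all tested compounds plus 3 SD, set per campaign, cut at about 25% in these data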;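 further: 0% = DMSO with enzyme and 100% = buffer with substrate but no TDP2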
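Evaluation: % inhibition relative to enzyme-containing and enzyme-free wells. Material: recombinant human TDP2. Benchmarks: enzyme-free and DMSO wells. Timing: enzyme reaction with compound for 2 h at 37 °C. Compound dosing: 12.8 µM only. Measured by: p-Nitrophenol epi absorbance. Reagent: T5PNP substrate at 5 mM, a TopII-DNA adduct mimic. Replication: single well per compound.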
LEDGF integ inh = blocks HIV-1 LEDGF/p75-dependent DNA integration; inhibition, % at 3.7 µM; TR-FRET IN-LEDGF/p75 DNA integration, Eu/Cy5; AID 743269; 370,000 tested, 0.64% active;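 active means inhibition above the screen-wide mean plus 3 SD, cut at about 13% in these data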;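 further: signal is the Cy5 over europium emission ratio at 671 and 618 nm; 0% = plate median of compound wells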
KLK7 zymogen act = activators of human kallikrein-7 zymogen. P49862. activation, % at 7 µM. AID 652039. 370,000 tested, 0.9% active. purified proKLK7, EDANS-DABCYL substrate fluorescence; 100% is mature enzyme control, 0% vehicle;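 active means activation above the mean of all tested compounds plus 3 SD, computed per campaign excluding outliers beyond control limits, cut at about 13% in these data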
SIAE primary = human SIAE inhibition, primary screen | Q9HAT2 | SIAE FP-Rh probe binding, fluorescence polarization | inhibition, % at 9.66 µM | 370,000 tested, 0.69% active | AID 1053197;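 active means inhibition above a cutoff: mean of compounds within the control limits plus 3 SD of those, cut at about 17% in these data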;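 further: 0% = plate median of compound wells and 100% = probe without SIAE protein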
Target sequence (Q9HAT2 whole entry, looked up): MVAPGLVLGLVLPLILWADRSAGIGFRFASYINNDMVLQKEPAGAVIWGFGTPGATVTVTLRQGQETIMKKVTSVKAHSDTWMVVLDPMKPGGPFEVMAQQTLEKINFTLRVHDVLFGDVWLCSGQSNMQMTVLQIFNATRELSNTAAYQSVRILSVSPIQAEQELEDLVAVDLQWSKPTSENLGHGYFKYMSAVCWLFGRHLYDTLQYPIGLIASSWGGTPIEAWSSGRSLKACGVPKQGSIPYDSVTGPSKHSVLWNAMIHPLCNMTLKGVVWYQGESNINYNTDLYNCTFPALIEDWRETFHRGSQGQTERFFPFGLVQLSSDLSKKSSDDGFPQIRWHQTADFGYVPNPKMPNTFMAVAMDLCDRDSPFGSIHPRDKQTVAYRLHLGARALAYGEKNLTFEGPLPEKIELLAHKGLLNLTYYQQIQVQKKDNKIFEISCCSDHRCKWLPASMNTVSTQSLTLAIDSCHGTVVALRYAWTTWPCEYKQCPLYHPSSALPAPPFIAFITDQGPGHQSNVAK
PRMT1 FP inh = PRMT1 (human) inhibition, primary screen; 370,000 tested, 1.3% active; recombinant PRMT1, activity-based probe fluorescence polarization; inhibition, % at 2.79 µM; Q99873;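 active means inhibition above about 21% made by adding two undisclosed values, limit read from the data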
MBD2 inh = inhibitors of human MBD2 binding to methylated oligonucleotide. Q9UBB5. 370,000 tested, 0.31% active. TR-FRET. AID 686964. inhibition, % at 4.4 µM; in the data active means inhibition above about 13%
Target sequence (Q9UBB5 whole entry, looked up): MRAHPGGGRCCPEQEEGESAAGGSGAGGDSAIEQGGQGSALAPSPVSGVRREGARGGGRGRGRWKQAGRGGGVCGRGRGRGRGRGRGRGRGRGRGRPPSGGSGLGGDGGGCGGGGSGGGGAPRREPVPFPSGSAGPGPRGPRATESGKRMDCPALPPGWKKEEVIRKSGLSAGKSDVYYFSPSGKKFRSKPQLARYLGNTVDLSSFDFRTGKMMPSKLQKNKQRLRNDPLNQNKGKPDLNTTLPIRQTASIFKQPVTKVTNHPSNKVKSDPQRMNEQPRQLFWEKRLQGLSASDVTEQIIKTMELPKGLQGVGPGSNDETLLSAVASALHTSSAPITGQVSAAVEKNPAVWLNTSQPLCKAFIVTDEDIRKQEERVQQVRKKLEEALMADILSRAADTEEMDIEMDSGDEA
Numbers without * were called inactive; x = no result given.

SMILES	Tn7 DDE FP	Tn6 DDE FP	TCR-CD3 inh	UHRF1 MBD2 ctr	TDP2 inh	LEDGF integ inh	KLK7 zymogen act	SIAE primary	PRMT1 FP inh	MBD2 inh
Cc1ccc(NC(=O)C(c2ccccc2)N2CCN(C(=O)c3ccco3)CC2)cc1 (stereo not given)	-12	1	-1	-2	3	0	-0.4	2	-4	-3
CCN1C(N(C)CCc2cccs2)=N[C@@H](c2ccccc2)C(C(=O)OC)=C1C	-10	-3	3	-1	0	0	-0.5	6	3	-2
C[C@H]1[C@H](c2ccccc2)OC(O)([C@H](Cc2ccccc2)NC(=O)OC(C)(C)C)CN1C (stereo not given in full)	-5	-3	x	2	6	0	x	6	4	6
CN1CCN(c2ccc(NC(=O)c3ccc(Cl)cc3Cl)cc2)CC1	2	-1	-10	4	-10	0	-0.6	-3	4	1
COCCn1c(SCC(=O)NC(=O)NCc2ccccc2)nc2ccccc21	4	0	6	-1	-2	3	-0.4	-4	-3	-6
O=C(NNC(=O)c1ccccc1O)c1ccc(Cl)c(S(=O)(=O)N2CCCCC2)c1	-4	10	27*	1	1	-8	0.3	8	1	-6
O=C(Nc1ccccc1)N1CCN(Cc2ccc3c(c2)OCO3)CC1	-3	-1	-4	-2	2	3	0.0	3	-3	0
COC(=O)c1[nH]c2cccc(OC)c2c1NC(=O)CN1CCN(c2cccc(OC)c2)C(C)C1 (stereo not given)	4	4	2	2	-6	3	-3.5	8	3	5
CCOC(=O)c1sc(NC(=O)C(CC)Sc2nccn2C)nc1C (stereo not given)	-11	7	8	-2	-3	1	-0.1	4	-1	-1
CCCN(Cc1cc2cc(OC)ccc2[nH]c1=O)C(=O)c1ccco1	-2	-5	-7	-2	1	-3	1.6	1	2	1
O=C(C1CCCCC1)N1CCC(n2nnc3ccccc32)CC1	5	3	2	2	5	-2	0.2	-1	4	-1
COc1ccccc1C(=O)NC(=O)COC(=O)c1ccc(Br)o1	2	-8	-2	0	20	2	-0.1	3	0	-5
O=C(CN(C(=O)CNC(=O)c1ccco1)c1ccc2c(c1)OCO2)NC1CCCCC1	-7	2	2	1	6	0	0.9	0	0	-5
Cc1nn(C2CCS(=O)(=O)C2)c(C)c1CN(C)C(=O)c1ccc(S(=O)(=O)N(C)C)cc1 (stereo not given)	1	4	0	-2	9	-3	0.2	6	1	1
COc1cccc(N=Nc2c(N)[nH]n3c(=O)c4c(nc23)CCCC4)c1	-1	-13	2	-9	3	-3	-0.7	8	0	-7
CN(CC(=O)N1CCc2[nH]c3ccc(F)cc3c2C1)CC1OCCO1	0	5	8	-5	0	-1	0.2	12	-1	-6
COc1ccc(/C=N/Nc2nc(C)nc(N)n2)cc1	2	0	-9	-5	-13	5	0.6	6	0	-9
S=c1[nH]nc(-c2cc(-c3ccccc3)n[nH]2)n1/N=C/c1cccc2ccccc12	-2	2	x	-2	9	-1	-0.6	5	17	-4
c1cc(CN2CCN(C3CCCCCC3)CC2)ccn1	8	7	2	-1	12	2	0.3	5	-4	-3
COC(=O)c1ccc(NC(=O)CCN2CCN(Cc3ccccc3)CC2)cc1	2	-10	-3	0	-10	3	0.1	11	1	-7

Gathered by group: the entries above with a Cl atom (2)
SMILES	Tn7 DDE FP	Tn6 DDE FP	TCR-CD3 inh	UHRF1 MBD2 ctr	TDP2 inh	LEDGF integ inh	KLK7 zymogen act	SIAE primary	PRMT1 FP inh	MBD2 inh
CN1CCN(c2ccc(NC(=O)c3ccc(Cl)cc3Cl)cc2)CC1	2	-1	-10	4	-10	0	-0.6	-3	4	1
O=C(NNC(=O)c1ccccc1O)c1ccc(Cl)c(S(=O)(=O)N2CCCCC2)c1	-4	10	27*	1	1	-8	0.3	8	1	-6

Remaining list, next part:
SMILES	Tn7 DDE FP	Tn6 DDE FP	TCR-CD3 inh	UHRF1 MBD2 ctr	TDP2 inh	LEDGF integ inh	KLK7 zymogen act	SIAE primary	PRMT1 FP inh	MBD2 inh
COc1ccc(S(=O)(=O)Nc2ccc(F)c(Cl)c2)cc1OC	-10	-3	1	0	-12	0	-0.5	-3	-2	-5
COc1ccc(/C(C)=N/N2C(=O)c3ccccc3NC2c2ccc(O)c(OC)c2)cc1 (stereo not given)	-8	1	3	-3	3	2	1.7	12	-8	-2
S=C(NC1CCCCC1)N1CCn2cccc2C1c1ccncc1 (stereo not given)	-1	6	6	-1	8	-2	0.0	1	-2	-3
CCn1nc(C(=O)OCC(=O)c2ccc3c(c2)OCCO3)c2ccccc2c1=O	-3	-3	2	3	-5	2	0.0	3	1	0
CCN1CCN(c2cc(C)c3cc(NC(=O)c4cnccn4)ccc3n2)CC1	3	1	3	6	14	-2	0.4	7	-3	4
COc1ccc(C(=O)NCc2ccccc2CN2CCCC2)cc1S(=O)(=O)N1CCOCC1	5	2	3	-2	4	-2	-0.4	3	-1	3
Cc1ccc(-n2nnnc2-c2cnc3cc4c(cc3c2C)OCO4)cc1	-1	2	-8	-3	-3	-1	0.2	-2	0	0
COc1cc(OC)c(NC(=O)CCNC(=O)Cn2ccc3ccccc3c2=O)cc1Cl	2	-1	9	1	0	2	0.1	0	0	1
CN1CCN(CCCNC(=O)c2ccc(/C=C3\Sc4ccccc4N(Cc4ccc(F)cc4)C3=O)cc2)CC1	-3	-4	-5	-2	2	-2	-9.1	-2	0	-3
COC(=O)c1cccc(N2C(=O)C[C@](Sc3ccc(C)cc3)(C(=O)OC)[C@H]2c2ccccc2)c1	-6	-4	-4	0	5	-1	-0.1	4	3	6
O=C(CCC(=O)Nc1ccccc1)NNC(=O)c1ccccc1Cl	6	-2	3	-2	-6	-5	-0.1	-3	1	1
CCC(C)C(=O)Nc1ccc(OC)cc1OC (stereo not given)	-2	1	10	-1	14	-5	0.0	0	0	3
Cc1cc2oc(C(=O)Nc3cccnc3)c(C)c2cc1C	6	-1	-1	2	0	-1	0.5	-4	2	4
Cc1sc2nc(CN3CCOCC3)nc(N3CCOCC3)c2c1C	7	9	4	-3	5	1	-0.1	21*	-1	-3
O=C(NCC1(c2ccccc2)CCOCC1)c1ccc(Br)o1	2	3	-9	0	2	1	0.4	0	1	-2
CCOC(=O)c1c(C2CC2)csc1NC(=O)COC(=O)c1cnc(Cl)c(Cl)c1	4	2	0	1	-2	2	0.4	2	-1	0
O=C(CCS(=O)(=O)c1ccccc1)Nc1ccc(F)cc1F	0	8	x	-1	3	-2	0.1	-5	-2	1
CN(C)c1nc(OCCOC(=O)c2ccccc2)nc(N(C)C)n1	5	2	4	-1	13	-1	-0.2	-6	-4	2
NC(=O)c1cn(-c2ccccc2)nc1-c1cc2ccccc2oc1=O	-1	-6	0	3	-13	3	1.0	-7	-1	-11
Cc1ccc(OCC(=O)Nc2ccccc2F)cc1	-3	-1	1	-3	5	-3	0.3	-2	0	6
COc1cc(CN2C[C@@H](CO)O[C@@H](n3cnc4c(N5CCOCC5)ncnc43)C2)cc(OC)c1OC	5	7	-5	1	-2	-1	1.1	0	5	-1
Fc1cccc(/C=N/Nc2cc(N3CCOCC3)ncn2)c1	6	4	-1	-2	6	1	-0.6	-3	0	-6
CCOc1ccc(CCNc2ccc3nnc(-c4ccccc4)n3n2)cc1OCC	-7	-4	1	1	-12	3	-0.9	-10	-2	1
CS(=O)(=O)c1ccc(C(=O)OCC(=O)NCc2cccs2)cc1[N+](=O)[O-]	-5	-1	-4	0	-1	-3	0.2	0	1	-4
CCC(=O)N/C(=N/c1nc(C)cc(C)n1)Nc1cccc(OC)c1	-7	4	2	5	-5	2	-0.1	-7	3	1
COc1ccc(-c2cc(-c3ccccc3)c(C#N)c(SCC(=O)O)n2)cc1	-8	-2	13	0	7	3	-1.2	-2	0	-4
CCOc1ccc(OCC(=O)OCC(=O)N2CCN(C(=O)c3ccco3)CC2)cc1	-4	-2	-11	1	-9	-4	0.2	-3	2	2
Cc1ccc(NC(=S)NC(=O)c2ccc(Br)o2)c(C)c1	2	2	1	2	-7	-3	0.2	-1	3	-1
O=C(COC(=O)c1ccc2c(c1)C(=O)N(Cc1ccco1)C2=O)NCC(F)(F)F	0	-7	-6	-1	-7	-6	0.8	-2	2	0
COc1ccc(CCNCC(O)COc2ccc(OC)cc2C(C)(C)C)cc1 (stereo not given)	2	1	5	-2	6	-1	-0.3	0	-3	1
CCc1cc2c(C)ccc(C)c2nc1SCC(=O)Nc1c(C)[nH]c(=O)[nH]c1=O	-10	-1	8	2	-8	7	0.2	-8	-5	3
CC1CCCC(C)N1CCCNC(=O)CCn1c(=O)c2cccn2c2cccnc21 (stereo not given)	-1	-4	13	-2	-15	0	0.4	-6	-3	-3
CCOC(=O)C(=CNNc1cccc(Cl)c1)C(=O)OCC	1	-4	-7	-1	-11	4	0.3	12	-4	-6
CC(=O)c1c(C(C)=O)c(C)n(-c2nc(-c3ccccc3)c(C)s2)c1C	-1	0	-3	1	4	2	-0.3	4	3	-4
CN(C(=O)CN1CCN(c2cc(-c3ccc(-c4ccccc4)cc3)ncn2)CC1)c1ccccc1	8	-4	2	-3	5	1	-0.8	-5	-2	4
CCN(C(=O)CCc1nnc2ccc(N3CCC4(CC3)OCCO4)nn12)c1ccccc1	-6	8	5	-3	2	3	-0.1	2	-1	2
COCCN(C(=O)COC(=O)c1cc2ccccc2cc1OC)c1c(N)n(Cc2ccccc2)c(=O)[nH]c1=O	-4	5	3	0	5	2	3.5	-2	-1	1
CC(C)C(=O)N(Cc1ccccc1)c1ccccn1	0	5	5	7	0	-2	0.2	-6	1	7
Cc1nn(CC(=O)NC2C(=O)N3C(C(=O)O)=C(CSc4nnnn4C)CSC23)cc1Br (stereo not given)	-3	2	-7	3	-1	-7	0.8	-2	22*	0
Oc1ccc(C[C@H]2CNC(=S)N2CC2CCCN2C[C@H](Cc2ccc(O)cc2)N2C[C@H](Cc3ccccc3)N(CCc3ccccc3)C2=S)cc1 (stereo not given in full)	0	4	-10	0	-7	0	-0.2	-16	4	2
CCN(CC)C(=O)C1=C(C)N(CCCOC)C(=O)C(CC(=O)NC2CCCCC2)C1 (stereo not given)	-5	-4	0	11	3	1	-0.8	2	3	4
CC1CCCCC1NC(=O)c1cncc(Br)c1 (stereo not given)	8	0	0	0	6	-1	0.6	-3	0	2
CCCCSc1nc(C)cc(SCC(=O)N/N=C/c2ccccc2)n1	2	-11	-5	3	-3	1	-0.4	1	5	-4
Cc1ccc(N2CCN(/N=C/c3cccnc3)CC2)cc1	-1	1	-5	0	-4	-6	0.5	3	4	-4
Cc1[nH]c2ccccc2c1N=Nc1cc(C(=O)O)cc(C(=O)O)c1	-3	-1	-1	2	-14	-5	0.8	0	4	-2
O=C(COc1cccc2ccccc12)N1c2ccccc2CCc2ccccc21	-5	-6	0	1	-3	4	0.2	-9	3	2
O=C(NCCCn1ccnc1)c1nc(Cn2cc([N+](=O)[O-])cn2)no1	-6	-2	2	0	6	4	-1.0	-1	-4	-2

Bioassay records deposited in PubChem BioAssay by The Scripps Research Institute Molecular Screening Center.

Rows were taken by chance; 4.6% or so of the library scored in one or more.
